Assay outcomes (PubChem BioAssay)
PPC-1+TRAIL kill = compounds killing PPC-1 cancer cells with TRAIL present (potentiator screen, no TRAIL-free arm); AID 1443; PPC-1 cells + TRAIL, ATPLite viability luminescence; cell killing (% activity), % at 4 µM; actives 0.41% (n = 220,000);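 active means cell killing above 50% in the first pass at 4 µM, then a duplicate retest at 5 µM averaging 50% or more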;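 further: plate controls were cells with TRAIL plus DMSO for no effect and medium-only wells lacking cells for full effect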
Furin inhibitor = blocks human furin protease activity; P09958; purified furin, fluorogenic substrate cleavage; inhibition, % at 30 µM; actives 0.061% (n = 220,000); AID 463115; in the data active means inhibition above about 25%; further: inactives centre near -15
BaF3 parental = parental Ba/F3 viability inhibition as JAK2V617F counter-screen | inhibition, % at 5.6 µM | CellTiter-Glo ATP luminescence | actives 1.1% (n = 220,000);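 active means inhibition above a per-campaign cutoff, the mean inhibition of all tested compounds plus 3 SD, cut at about 27% in these data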;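 further: 0% = DMSO wells and 100% = JAK Inhibitor I control wells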
p97 inhibitor = human p97 ATPase inhibition; recombinant p97 ATPase, Kinase-Glo ATP luminescence, 3 h; P55072; actives 0.42% (n = 220,000); inhibition, % at 8 µM; AID 1481; in the data active means inhibition above about 15%;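 further: 0% = DMSO vehicle and 100% = wells lacking enzyme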
RBBP9 inhibitor = blocks human serine hydrolase RBBP9; recombinant RBBP9, FP-Rh probe fluorescence polarization; AID 1515; actives 0.2% (n = 220,000); inhibition, % at 7.94 µM;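 active means inhibition above the campaign mean of all tested compounds plus 3 SD, cut at about 14% in these data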;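 further: plate controls were DMSO wells with RBBP9 for no effect and wells lacking RBBP9 protein for full effect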
Target sequence (O75884 whole entry, looked up): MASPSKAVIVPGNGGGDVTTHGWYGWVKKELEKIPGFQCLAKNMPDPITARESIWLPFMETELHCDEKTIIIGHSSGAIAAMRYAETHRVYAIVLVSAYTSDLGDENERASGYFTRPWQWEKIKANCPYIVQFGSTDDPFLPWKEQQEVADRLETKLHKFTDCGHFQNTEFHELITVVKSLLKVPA
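Test system: recombinant human RBBP9; Timing: 30 min then 45 min, 25 °C; Detection: fluorescence polarization; Control set: RBBP9 with DMSO as uninhibited control, no-protein wells as full inhibition; Compound dosing: one concentration, 7.94 µM nominal, 0.794% DMSO; Probe or stimulus: FP-Rh activity-based probe, 375 nM before mixing.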
EP2 antag = blocks the human prostaglandin E2 receptor EP2; C6 glioma cells expressing human EP2, cAMP TR-FRET; cells stimulated with saturating PGE2; inhibition, % at 25 µM; actives 0.52% (n = 260,000); AID 1422;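 active means percent inhibition above 40 after rounding to a whole number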;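 further: rat C6 glioma host cells with rolipram phosphodiesterase inhibitor present; the protocol text gives 20 µM as final concentration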
Target sequence (P43116 whole entry, looked up): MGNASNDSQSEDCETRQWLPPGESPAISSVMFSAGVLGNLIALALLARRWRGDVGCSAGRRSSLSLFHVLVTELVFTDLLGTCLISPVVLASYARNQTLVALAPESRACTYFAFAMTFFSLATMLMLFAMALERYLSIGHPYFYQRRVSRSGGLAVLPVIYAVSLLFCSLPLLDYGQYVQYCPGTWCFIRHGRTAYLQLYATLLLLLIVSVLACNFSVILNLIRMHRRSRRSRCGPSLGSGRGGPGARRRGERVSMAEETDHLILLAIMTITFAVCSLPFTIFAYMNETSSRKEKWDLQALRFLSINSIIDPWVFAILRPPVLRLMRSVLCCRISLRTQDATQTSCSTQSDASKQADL
Tb hexokinase = blocks Trypanosoma brucei hexokinase 1 activity; inhibition, % at 10 µM; AID 1430; recombinant TbHK1, G6PDH-coupled NADH A340; actives 0.11% (n = 220,000);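 active means inhibition of 50% or more in the single-dose primary screen; inactive means inhibition below 50%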
NCF1 inh = blocks human p47phox regulatory protein of NADPH oxidases | p47phox/p22phox peptide binding, fluorescence polarization, 2 h | inhibition, % at 24.7 µM | actives 0.53% (n = 220,000);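 active means inhibition above about 30%, limit read from the data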;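 further: 0% = p47phox with labelled peptide and 100% = labelled peptide alone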
Target sequence (P14598 whole entry, looked up): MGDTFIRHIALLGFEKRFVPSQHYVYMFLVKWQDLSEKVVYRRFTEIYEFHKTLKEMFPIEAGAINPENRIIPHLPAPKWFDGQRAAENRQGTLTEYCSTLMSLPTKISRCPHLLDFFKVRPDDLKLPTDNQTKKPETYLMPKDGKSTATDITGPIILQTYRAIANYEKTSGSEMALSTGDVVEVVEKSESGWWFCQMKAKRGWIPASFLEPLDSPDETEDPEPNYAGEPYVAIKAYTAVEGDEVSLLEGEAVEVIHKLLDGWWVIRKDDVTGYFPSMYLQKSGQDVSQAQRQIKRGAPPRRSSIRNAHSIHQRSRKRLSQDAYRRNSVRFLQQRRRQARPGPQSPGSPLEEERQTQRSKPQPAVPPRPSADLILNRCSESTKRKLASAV
Ba/F3 V617F tox = loss of viability in JAK2V617F-driven Ba/F3 cells; AID 1446; inhibition, % at 5.6 µM; Ba/F3 EpoR-JAK2V617F viability, ATP luminescence; actives 1.1% (n = 220,000);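 active means inhibition above the campaign mean plus 3 SD over all tested compounds, cut at about 24% in these data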;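 further: cytokine-independent growth of Ba/F3 cells driven by EpoR plus mutant JAK2; 0% = DMSO-treated cells and 100% = JAK inhibitor I control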
Numbers without * were called inactive; . = not tested or not shown; & = joins results of further samples; [ ] = dose if it differs, or a comment. This is a subset; count on the stated rates, not on these rows.

SMILES	PPC-1+TRAIL kill	Furin inhibitor	BaF3 parental	p97 inhibitor	RBBP9 inhibitor	EP2 antag	Tb hexokinase	NCF1 inh	Ba/F3 V617F tox
Cc1ccc2nc(NCCCNC(=O)c3cnccn3)c(C#N)cc2c1	-1	-20	3	4	-3	13	0	0	-2
CCCOP(=O)(OCCC)C(Nc1ccc(C(=O)O)cc1)c1ccccc1 (stereo unspecified)	14	-20	1	5	-7	5	-1	-7	-3
CNc1cc(CS(=O)c2ccccc2)nc(-c2ccccc2)n1 (stereo unspecified)	-9	-19[20 µM]	3	7	-5	15	4	-13	-2
COc1cc(C(=O)NCCC(C)C)c([N+](=O)[O-])cc1OC	-9	-22[20 µM]	1	4	4	19	-6	-13	-2
COc1ccc(C(=S)N2CCN(c3ccccc3C)CC2)cc1	-3	-8	2	3	-1	8	-6	-13	-4
O=C(COC(=O)CCN1C(=O)c2cccc([N+](=O)[O-])c2C1=O)NCc1ccccc1	-18	-5	3	-6	-8	7	6	0	0
CCC(C)n1nccc1NC(=O)C(C)OC(=O)c1cc2ccccc2[nH]1 (stereo unspecified)	12	-24	3	-5	-5	8	-7	-6	0
NC(=O)c1ccc2c(=O)n3c(-c4cc(Cl)c(N)c(Cl)c4)csc3nc2c1	14	-22	.	.	.	24	-29	-8	.
O=C(NCc1cccs1)c1ccncc1	-2	-18[20 µM]	1	-3	0	8	-4	-6	2
COc1ccc(CNC(=O)C2CCC(CNc3c(N4CCC(C)CC4)c(=O)c3=O)CC2)cc1 (stereo unspecified)	-12	-21	-1	1	-12	4	-5	-9	-2
CCOC(=O)c1oc2ccccc2c1NC(=O)Cc1cccs1	-3	-19	1	8	1	1	-5	-8	-6
COC(=O)c1cccc(Oc2nc(N3CCOCC3)nc(N3CCOCC3)n2)c1	.	-16[20 µM]	0	2	3	.	2	.	-3
Cn1c(-c2ccc(N)cc2)nc2ccccc21	12	-9	5	-4	-4	17	-2	-10	2
CC(=O)Cc1cc(O)c2ccccc2c1OC(=O)c1ccc(Br)cc1	14	-18	-6	4	-7	13	-15	-10	2
COc1ccc(CC(=O)Nc2nc(C)cs2)cc1OC	20	-15	3	8	-2	8	1	1	-4
Cc1cccc(N2CCN(C(=S)Nc3ccc4nc(N5CCOCC5)cc(C)c4c3)CC2C)c1 (stereo unspecified)	3	-23	0	3	-7	8	-16	-2	-3
O=C1CC(c2ccccc2)=NN1c1nc(-c2ccccc2)cs1	28	-26	5	5	-1	6	-6	-38	-3
CC(=O)NC(CCS(C)(=O)=O)C(=O)Nc1cccc(C)c1 (stereo unspecified)	14	-14	-1	-2	-3	11	4	-1	-3
Cc1c(N2C(=O)c3ccccc3C2=O)c(=O)n(-c2ccccc2)n1C	-11	-25	1	3	8	12	-4	3	-5
COc1ccccc1-n1ccnc1SCC(=O)NC(C)(C)C	-7	-16	0	0	-2	8	3	130*	-4
CCN(C(=O)C1CCN(S(=O)(=O)c2cccc3nonc23)CC1)c1ccccc1	18	-22	4	-3	-9	7	-10	-19	-1
Fc1cc(F)c2nc(N3CCOCC3)sc2c1	18	-18	6	7	-5	5	0	-8	0
O=C(CSc1nc2ccccc2n1CC(=O)N1CCCC1)N1CCN(C(=O)c2ccco2)CC1	40	-22[20 µM]	5	4	-3	7	0	-7	0
COc1ccc(C(C)(C)C)cc1NC(=O)CCCn1c(=O)oc2ccccc21	4	-12	3	0	-3	9	1	-11	1
CCOc1ccc(Cl)cc1S(=O)(=O)NCc1cccnc1	-13	-5[20 µM]	-1	2	-8	7	3	-11	-4
O=C(CC(Cc1ccccc1)c1ccco1)NC1CCCCC1 (stereo unspecified)	-11	-20[20 µM]	3	0	-1	7	-5	-1	0
CN(Cc1cccnc1)C(=O)CC1C(=O)NCCN1Cc1ccc(-c2ccccc2)cc1 (stereo unspecified)	-7	-18	3	6	-2	6	-2	-18	2
CCCn1c(O)c(CN2CCCCC2)c(C)c(C#N)c1=O	11	-15	-1	2	7	8	-23	-101	-5
Cc1cnc(C(=O)NCCc2ccc(S(=O)(=O)NC(=O)NC3CCCCC3)cc2)cn1	9	-18	6	4	-7	18&9	4	-6	-4
O=Cc1cn(CCC(=O)O)nc1-c1cc2ccccc2o1	12	-8	2	7	-6	14	34	-2	-5
CC(C)(C)N(NC(=O)Nc1ccccc1)C(=O)c1ccccc1Cl	7	-12[20 µM]	0	0	-10	-3	0	4	0
CO/N=C(\c1nonc1N)N1CCN(c2ccc(Cl)cc2[N+](=O)[O-])CC1	-9	-7[20 µM]	8	-3	-1	.	-2	2	5
CC1(C)C(=O)Nc2ccccc2N1C(=O)CSc1nc(-c2ccccc2)cs1	4	-22	3	1	-6	18	-2	-1	0
O=C(CCC(=O)c1ccc(F)cc1)Nc1cccc(C(F)(F)F)c1	16	-19	3	1	-5	5	1	-19	0
O=C1CC(c2c(F)cccc2Cl)C(n2cncn2)C(O)=C1C1NCCc2ccccc21 (stereo unspecified)	6	-22	2	0	0	0	0	1	-3
Cc1cccn2c(/C=N/OCc3cccc(F)c3)c(-c3ccc(Cl)cc3)nc12	18	-11[20 µM]	2	7	5	10	-5	3	0

One compound at a time (already shown). Order of screens: PPC-1+TRAIL kill | Furin inhibitor | BaF3 parental | p97 inhibitor | RBBP9 inhibitor | EP2 antag | Tb hexokinase | NCF1 inh | Ba/F3 V617F tox
CC(C)(C)N(NC(=O)Nc1ccccc1)C(=O)c1ccccc1Cl as listed: 7 | -12[20 µM] | 0 | 0 | -10 | -3 | 0 | 4 | 0
CCOc1ccc(Cl)cc1S(=O)(=O)NCc1cccnc1 as listed: -13 | -5[20 µM] | -1 | 2 | -8 | 7 | 3 | -11 | -4
CN(Cc1cccnc1)C(=O)CC1C(=O)NCCN1Cc1ccc(-c2ccccc2)cc1 (stereo unspecified) as listed: -7 | -18 | 3 | 6 | -2 | 6 | -2 | -18 | 2
CO/N=C(\c1nonc1N)N1CCN(c2ccc(Cl)cc2[N+](=O)[O-])CC1 as listed: -9 | -7[20 µM] | 8 | -3 | -1 | . | -2 | 2 | 5
O=C1CC(c2c(F)cccc2Cl)C(n2cncn2)C(O)=C1C1NCCc2ccccc21 (stereo unspecified) as listed: 6 | -22 | 2 | 0 | 0 | 0 | 0 | 1 | -3

(cont.)
SMILES	PPC-1+TRAIL kill	Furin inhibitor	BaF3 parental	p97 inhibitor	RBBP9 inhibitor	EP2 antag	Tb hexokinase	NCF1 inh	Ba/F3 V617F tox
O=C1C2C3C=CC(C3)C2C(=O)N1CCCO (stereo unspecified)	24	-18[20 µM]	4	5	1	22	3	-14	-1
Cc1ccc2nc(/C(C#N)=C\c3ccc(OC(=O)c4cccs4)cc3)[nH]c2c1	9	-8[20 µM]	-1	5	-22	20	-11	-72	0
O=C(NNC(=O)c1cc(-c2ccc(Cl)c(Cl)c2)nc2ccccc12)Nc1ccccc1	4	-6[20 µM]	6	4	-4	.	8	-1	1
CCOc1ccccc1N(C(=O)Nc1ccc(Cl)cc1)C1=NCCS1	7	0	9	1	7	10	-3	-10	2
Cc1ccc2nc(NNC(=O)c3ccc4c(c3)OCCO4)sc2c1	-3	-6	5	1	-10	10	2	6	1
Cc1ccc(Sc2c(C)[nH]n(C(C)(C)C)c2=O)cc1	1	-12	1	4	-2	4	5	-7	-2
O=C(CC1=NCCNC(c2ccccc2)C1)c1ccccc1O (stereo unspecified)	9	3	5	1	-4	.	-34	1	-2
O=c1ccc(-c2ccc([N+](=O)[O-])cc2)nn1-c1ccccc1	4	-5	0	3	-6	1	-9	-1	-2
COc1ccc(C2SCC(C(=O)O)N2C(C)=O)cc1OC (stereo unspecified)	24	-22	2	8	-9	5	-2	-12	-1
CCOC(=O)Cc1csc(NC(=O)c2ccc(S(=O)(=O)N3CCOCC3)cc2)n1	21	-21	5	4	1	4	-6	-12	1
Cc1onc(-c2ccccc2Cl)c1C(=O)N1CCN(C(=O)c2ccco2)CC1	7	-34	-1	5	5	-2	4	-2	-4
O=C1c2ccncc2C(=O)N1Cc1cccc(Cl)c1	19	-14[20 µM]	0	-1	-11	11	5	1	0
CC(C)(C)c1cc(Br)c(O)c(N=Nc2ccc(S(=O)(=O)N3CCOCC3)cc2)c1	11	-13	4	-2	-6	3	-20	-12	-4
Nc1nc2ccc([N+](=O)[O-])cc2[nH]1	10	-3	-6	-7	-11	12	-29	4	3
Cc1ccc(OCC(=O)n2nc(C)cc2C)c(C)c1	12	-10[20 µM]	6	-1	-7	13&15	1	-3	1
C(=N\N1CCN(C2c3ccccc3-c3ccccc32)CC1)/c1ccccn1	13	-13	6	-4	-8	9	-10	-10	-3
CCOC(=O)c1ccc(NC(=O)c2nn(CC)cc2Br)cc1	10	-10[20 µM]	5	1	-2	4	3	-6	-1
Cc1ccc(-c2nn(CC(=O)NCc3cc(-c4nn(C)c(=O)c5ccccc45)ccc3C)c(=O)c3ccccc23)cc1	32	-22[20 µM]	2	2	1	.	-17	59*	-4
CCCOc1ncnc2c1[nH]c1ccccc12	2	-20[20 µM]	10	0	1	.	-5	-13	1
COCCCn1c(=N)c(C(=O)NCC2CCCO2)cc2c(=O)n3ccccc3nc21 (stereo unspecified)	10	-192	1	9	4	19	-8	-4	-2
COCCN1CCn2c(nc3cc([N+](=O)[O-])ccc32)C1	29	-26	-7	1	-4	2	-28	-2	-1
CCOc1ccc(NC(=S)NCCCn2ccnc2)cc1	6	-11	1	4	0	9	29	-3	-6
Clc1ccc(SCCCCn2ccnc2)cc1	9	-15[20 µM]	2	1	-6	8	3	-6	0
Cc1occc1C(=O)NCCc1cccc(Cl)c1	35	-3[20 µM]	4	-1	-4	18	1	-5	-3
COC(=O)CN(C(=S)Nc1ccccc1)C1CC(=O)N(c2ccc(OC)cc2)C1=O (stereo unspecified)	29	-23[20 µM]	7	-1	4	11	-3	-18	0
Cc1cccc(CCNC(=O)C2CCN(S(=O)(=O)c3c(C)noc3C)CC2)c1	-5	-20[20 µM]	3	0	-6	3	-11	-16	-4

Six entries picked at random from the list so far, as already listed:
SMILES	PPC-1+TRAIL kill	Furin inhibitor	BaF3 parental	p97 inhibitor	RBBP9 inhibitor	EP2 antag	Tb hexokinase	NCF1 inh	Ba/F3 V617F tox
CC(C)(C)c1cc(Br)c(O)c(N=Nc2ccc(S(=O)(=O)N3CCOCC3)cc2)c1	11	-13	4	-2	-6	3	-20	-12	-4
COCCN1CCn2c(nc3cc([N+](=O)[O-])ccc32)C1	29	-26	-7	1	-4	2	-28	-2	-1
COCCCn1c(=N)c(C(=O)NCC2CCCO2)cc2c(=O)n3ccccc3nc21 (stereo unspecified)	10	-192	1	9	4	19	-8	-4	-2
Cc1ccc(-c2nn(CC(=O)NCc3cc(-c4nn(C)c(=O)c5ccccc45)ccc3C)c(=O)c3ccccc23)cc1	32	-22[20 µM]	2	2	1	.	-17	59*	-4
C(=N\N1CCN(C2c3ccccc3-c3ccccc32)CC1)/c1ccccn1	13	-13	6	-4	-8	9	-10	-10	-3
CCCOc1ncnc2c1[nH]c1ccccc12	2	-20[20 µM]	10	0	1	.	-5	-13	1
